Polio RdRp inh: poliovirus RNA polymerase inhibition. P03300. poliovirus polymerase elongation, fluorescence polarization; stronger effect = lower value. % elongation, % (compound at 16.7 µg/mL). actives 0.66% (n = 150,000). AID 588519; in the data active means % elongation below about 90%; further: some results filed as inactive read as strong as hits
Target sequence (P03300 1749-2209 limits assumed): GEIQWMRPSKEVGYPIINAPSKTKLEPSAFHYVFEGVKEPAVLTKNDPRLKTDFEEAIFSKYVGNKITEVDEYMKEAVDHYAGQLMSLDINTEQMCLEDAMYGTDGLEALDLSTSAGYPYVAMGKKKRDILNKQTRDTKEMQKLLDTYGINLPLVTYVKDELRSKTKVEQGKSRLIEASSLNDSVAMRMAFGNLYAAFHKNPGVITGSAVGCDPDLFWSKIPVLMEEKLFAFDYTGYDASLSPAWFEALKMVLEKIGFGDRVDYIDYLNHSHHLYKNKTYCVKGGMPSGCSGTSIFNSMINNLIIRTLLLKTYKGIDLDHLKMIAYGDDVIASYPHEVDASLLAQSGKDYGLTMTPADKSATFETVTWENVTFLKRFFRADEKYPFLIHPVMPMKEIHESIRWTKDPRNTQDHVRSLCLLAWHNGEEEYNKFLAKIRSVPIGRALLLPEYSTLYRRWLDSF
Polio RdRp inh FP z-score: recorded beside Polio RdRp inh, whose call it bears; z-score; measured here: FP z-score; hits read low
Starred values were filed as active, the others as inactive; & = joins results of further samples.

Start of the data: the first 27 entries, to show the layout:
SMILES | Polio RdRp inh | Polio RdRp inh FP z-score
CCOC(=O)c1ccc(NC(=O)CC2C(=O)N(c3ccccc3)C(=O)N2C2CCCCC2)cc1 (stereo unspecified) | 100.0 | -0.6
COc1ccc(Br)cc1CNC(=O)CCSCc1ccc(C)cc1 | 105.0 | -1.3
O=C(CCn1nnc2ccccc21)OCC(=O)c1ccc(Cl)c(Cl)c1 | 103.0 | -0.3
CCc1ccc(Cc2cnc(NC(=O)C3=NCCN3)s2)cc1 | 104.0 | 0.5
COc1cccc(-c2cc(C(=O)NC(C)C)no2)c1 | 100.0 | -0.6
CCS(=O)(=O)C(=C1Nc2ccccc2N1)S(=O)(=O)CC | 110.0 | 0.9
O=S(=O)(c1ccccc1)N(Cc1ccccc1)c1ccccn1 | 102.0 | -0.1
Cc1ccc(Nc2n[nH]c(=O)c3ccccc23)cc1C | 98.0 | -0.9
Cc1ccc(-n2ncc(C(=O)N(C)Cc3ccccc3)c2-n2cccc2)cc1 | 105.0 | -0.7
Cc1cc2oc(=O)cc(C)c2c2occ(-c3ccc(Cl)cc3)c12 | 104.0 | -0.7
CCOC(=O)C1CCN(S(=O)(=O)c2cc(Br)cc3c2N(C(=O)CC)CC3)CC1 | 106.0 | 0.4
COc1ccc(-c2cnc(N)s2)cc1 | 105.0 | 0.2
Cc1cc(C)cc(NC(=O)Cn2c(=O)c3ccccc3n3nncc23)c1 | 106.0 | 0.6
CSc1ncc(Cl)c(C(=O)Nc2ccc(S(=O)(=O)N3CCOCC3)cc2)n1 | 102.0 | 0.1
O=C(Cn1c(=O)cnc2ccccc21)N1CCN(c2ccccc2)CC1 | 105.0 | 0.6
CC(=O)Oc1ccccc1N(C(C)=O)S(=O)(=O)c1ccc(C)cc1 | 107.0 | 1.1
CCc1ccc(S(=O)(=O)c2nnn3c2nc(NCc2cccs2)c2sccc23)cc1 | 102.0 | -0.5
COC(=O)c1ccc(CSc2nnc(COc3ccccc3Cl)n2C2CC2)o1 | 101.0 | -0.4
CC(C)(C)/C=N/NC(=O)c1nc(-c2c(F)cccc2Cl)no1 | 102.0 | 0
COc1ccc(N(Cc2cccs2)C(=O)c2ccc(Br)o2)cc1 | 110.0 | 0.3
Oc1ccccc1C1N(Cc2ccccc2)CCN1Cc1ccccc1 | 104.0 | 0.9
CCn1c(O)c(N=NC(=O)c2ccccc2O)c2ccccc21 | 97.0 | -1
COc1cccc(-c2nn(-c3ccccc3)cc2C(=O)n2nnc3ccccc32)c1 | 102.0 | 0.4
Cc1c(C(=O)NN)nn(-c2ccc(F)cc2)c(=O)c1C#N | 99.0 | -0.3
CC(O)CNc1nc2c(c(=O)n(Cc3ccc(Cl)cc3)c(=O)n2C)n1C (stereo unspecified) | 109.0 | -0.3
Cn1c2c(c(=O)[nH]c1=O)C(C(F)(F)F)(C(F)(F)F)NC(=O)N2 | 101.0 | 0.2
O=C(Nc1ccc(S(=O)(=O)N(Cc2ccccc2)c2ccccc2)cc1)c1ccc([N+](=O)[O-])cc1 | 107.0 | 0

Main list (from the top)
SMILES | Polio RdRp inh | Polio RdRp inh FP z-score
CCOC(=O)c1ccc(NC(=O)CC2C(=O)N(c3ccccc3)C(=O)N2C2CCCCC2)cc1 (stereo unspecified) | 100.0 | -0.6
COc1ccc(Br)cc1CNC(=O)CCSCc1ccc(C)cc1 | 105.0 | -1.3
O=C(CCn1nnc2ccccc21)OCC(=O)c1ccc(Cl)c(Cl)c1 | 103.0 | -0.3
CCc1ccc(Cc2cnc(NC(=O)C3=NCCN3)s2)cc1 | 104.0 | 0.5
COc1cccc(-c2cc(C(=O)NC(C)C)no2)c1 | 100.0 | -0.6
CCS(=O)(=O)C(=C1Nc2ccccc2N1)S(=O)(=O)CC | 110.0 | 0.9
O=S(=O)(c1ccccc1)N(Cc1ccccc1)c1ccccn1 | 102.0 | -0.1
Cc1ccc(Nc2n[nH]c(=O)c3ccccc23)cc1C | 98.0 | -0.9
Cc1ccc(-n2ncc(C(=O)N(C)Cc3ccccc3)c2-n2cccc2)cc1 | 105.0 | -0.7
Cc1cc2oc(=O)cc(C)c2c2occ(-c3ccc(Cl)cc3)c12 | 104.0 | -0.7
CCOC(=O)C1CCN(S(=O)(=O)c2cc(Br)cc3c2N(C(=O)CC)CC3)CC1 | 106.0 | 0.4
COc1ccc(-c2cnc(N)s2)cc1 | 105.0 | 0.2
Cc1cc(C)cc(NC(=O)Cn2c(=O)c3ccccc3n3nncc23)c1 | 106.0 | 0.6
CSc1ncc(Cl)c(C(=O)Nc2ccc(S(=O)(=O)N3CCOCC3)cc2)n1 | 102.0 | 0.1
O=C(Cn1c(=O)cnc2ccccc21)N1CCN(c2ccccc2)CC1 | 105.0 | 0.6
CC(=O)Oc1ccccc1N(C(C)=O)S(=O)(=O)c1ccc(C)cc1 | 107.0 | 1.1
CCc1ccc(S(=O)(=O)c2nnn3c2nc(NCc2cccs2)c2sccc23)cc1 | 102.0 | -0.5
COC(=O)c1ccc(CSc2nnc(COc3ccccc3Cl)n2C2CC2)o1 | 101.0 | -0.4
CC(C)(C)/C=N/NC(=O)c1nc(-c2c(F)cccc2Cl)no1 | 102.0 | 0
COc1ccc(N(Cc2cccs2)C(=O)c2ccc(Br)o2)cc1 | 110.0 | 0.3
Oc1ccccc1C1N(Cc2ccccc2)CCN1Cc1ccccc1 | 104.0 | 0.9
CCn1c(O)c(N=NC(=O)c2ccccc2O)c2ccccc21 | 97.0 | -1
COc1cccc(-c2nn(-c3ccccc3)cc2C(=O)n2nnc3ccccc32)c1 | 102.0 | 0.4
Cc1c(C(=O)NN)nn(-c2ccc(F)cc2)c(=O)c1C#N | 99.0 | -0.3
CC(O)CNc1nc2c(c(=O)n(Cc3ccc(Cl)cc3)c(=O)n2C)n1C (stereo unspecified) | 109.0 | -0.3
Cn1c2c(c(=O)[nH]c1=O)C(C(F)(F)F)(C(F)(F)F)NC(=O)N2 | 101.0 | 0.2
O=C(Nc1ccc(S(=O)(=O)N(Cc2ccccc2)c2ccccc2)cc1)c1ccc([N+](=O)[O-])cc1 | 107.0 | 0
Cn1c(=O)c2c(O)c(C=NCc3ccccc3)c(=O)n(C)c2n(C)c1=O | 105.0 | 0.4
CCCNC(=O)CCn1c(=S)oc2ccccc21 | 101.0 | 0.2
COc1ccc2c(c1)C1(NNc3ccccc3O1)C(=O)N2 (stereo unspecified) | 120.0 | 1.6
CC(Sc1cccc[n+]1[O-])C(=O)NC1CCCCC1C (stereo unspecified) | 100.0 | -0.3
Cc1ccc(C)c(Cn2nc(-c3cc(C)ccc3C)ccc2=O)c1 | 115.0 | 2.2
CCOC(=O)c1ccccc1NC(=O)CSc1nc2c(oc3ccccc32)c(=O)n1C1CCCC1 | 99.0 | -1.1
CCOc1ccc(N2C(=O)CC(Sc3ncccc3C(=O)O)C2=O)cc1 (stereo unspecified) | 104.0 | 0.8
O=C(O)c1ccc2c(c1)C1c3ccccc3CC1C(c1cccc(Cl)c1)N2 (stereo unspecified) | 102.0 | 0
Cc1cc(C)c2nc(N(Cc3cccnc3)C(=O)CCS(=O)(=O)c3ccccc3)sc2c1 | 112.0 | 1.1
O=c1[nH]c(CSc2nnc(Cc3cccs3)n2C2CCCCC2)nc2ccsc12 | 107.0 | 0.6
Cc1cccc(-c2nc(CN3N=C(N4CCOc5ccc(Cl)cc54)CCC3=O)c(C)o2)c1 | 104.0 | 0.4
Cc1ccc(SCc2nnc(-c3c(-c4ccccc4)noc3C)o2)cc1C | 103.0 | 0
C/C(Nc1ccccc1)=C1\C(=O)C=C(c2ccco2)CC1c1ccco1 (stereo unspecified) | 102.0 | -0.1
CCN(c1ccccc1)S(=O)(=O)c1nnc(NC(=O)c2ccco2)s1 | 108.0 | 0
CCC(Sc1nc2ccccc2c(=O)n1CCc1ccc(OC)c(OC)c1)C(=O)N(CC)CC (stereo unspecified) | 103.0 | -0.7
COc1ccc(NC(=O)CSc2nnc3[nH]c(=O)c(C)nn23)cc1Cl | 106.0 | -0.1
CCN1CCCCCC1CO (stereo unspecified) | 102.0 | 0.7
NCC1(N2CCCCC2)CCCCC1 | 104.0 | 0.6
Nc1c(Br)cc(Br)cc1Br | 104.0 | 1.7
Cc1ccc(NC(=O)CCSCCc2ccccn2)cc1 | 106.0 | 0.1
CCN(CC)C(=O)c1sc2ccccc2c1Cl | 102.0 | 0.4
O=C(/C=C/C(=O)N1CCN(c2ccccc2F)CC1)N1CCN(c2ccccc2F)CC1 | 101.0 | -0.7
Cc1ccc(N2C(=O)C(CC(=O)Nc3ccccc3)N(CCC3=CCCCC3)C2=O)cc1 (stereo unspecified) | 101.0 | -0.4

(listing goes on)
SMILES | Polio RdRp inh | Polio RdRp inh FP z-score
CCN(CC)c1ccc2c(C)cc(=O)oc2c1 | 98.0 | -0.7
CCN(CC)c1ccc(NC(=O)C2CCN(S(=O)(=O)c3cnc[nH]3)CC2)c(C)c1 | 102.0 | -0.2
COc1ccc(OCC(O)CN2CCCCC2)cc1 (stereo unspecified) | 103.0 | 0.2
N#Cc1c(Nc2ccccc2)sc(N)c1C(=O)c1ccccc1 | 107.0 | 0.5
O=C(CC1N=C2c3ccccc3N=C(SCC(=O)Nc3ccccc3F)N2C1=O)NCc1ccc2c(c1)OCO2 (stereo unspecified) | 104.0 | -2.2
Cc1ccc(CNc2ncnc3onc(C)c23)cc1 | 108.0 | 0.3
O=C(C1CCN(S(=O)(=O)c2ccccc2)CC1)N1CCc2ccccc21 | 101.0 | -0.4
CCCN1C/C(=C\c2ccc(N(C)C)cc2)C(=O)/C(=C/c2ccc(N(C)C)cc2)C1 | 74.0 | -7.2
COC(=O)c1cccc2c1NC(c1cccnc1)C1CC=CC21 (stereo unspecified) | 96.0 | -1.9
COc1ccc(O)c(C(=O)c2cnn(C(=O)CN3CCCC3=O)c2)c1 | 106.0 | 0.3
O=C(Nc1ccccc1)OCCOc1ccccc1 | 99.0 | -0.9
CC(=O)Nc1ccccc1OC(=O)c1cccc(C)c1 | 103.0 | 0.4
CCN(Cc1ccccc1)C(=O)Cn1ncc2c3ccccc3n(Cc3c(C)cc(C)cc3C)c2c1=O | 100.0 | -1.8
O[C@H]1[C@H](O)[C@@H](O)CN2CC[C@H](O)[C@H]12 | 102.0&103.0 | 0.5&0.9
CC(C)(C)c1ccc(-c2nc(=O)[nH]n2-c2ccccc2)cc1 | 97.0 | -0.9
CC1CCN(C(=O)COc2ccc(C(C)C)cc2)CC1 | 103.0 | 0.4
Nc1ncc(S(=O)(=O)NCc2ccccc2F)cn1 | 104.0 | -0.8
Cc1cccn2c(=O)c3cc(C#N)c(=O)n(Cc4ccco4)c3nc12 | 100.0 | -0.8
CCN(CC)S(=O)(=O)c1ccc(N2Cc3ccccc3C2=N)cc1 | 101.0 | 0.1
CNC(=S)NC1=NCCS1 | 106.0 | 0.5

One compound at a time, as listed above. Values in the order: Polio RdRp inh | Polio RdRp inh FP z-score
`Cc1cccn2c(=O)c3cc(C#N)c(=O)n(Cc4ccco4)c3nc12` reads 100.0 | -0.8
`CC1CCN(C(=O)COc2ccc(C(C)C)cc2)CC1` reads 103.0 | 0.4
`O[C@H]1[C@H](O)[C@@H](O)CN2CC[C@H](O)[C@H]12` reads 102.0&103.0 | 0.5&0.9

These rows are one share of the data; the hit share may differ from the screen's.
